DNA FID counter – fluorescent intercalator displacement, NS3 helicase counter-screen; 0.17% of 290,000 active; DNA fluorescent intercalator displacement, fluorescence; inhibition, % at 7.9 µM; in the data active means inhibition above about 37%;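 further: 0% = vehicle and 100% = reference compound; higher means more ethidium bromide displaced from hairpin DNA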
PfM18AAP inh – PfM18AAP enzyme inhibition; recombinant PfM18AAP, H-Glu-NHMec fluorogenic cleavage; inhibition, % at 7.35 µM; 1.2% of 290,000 active; AID 1822;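 active means inhibition above the campaign mean inhibition over all tested compounds plus 3 SD, cut at about 28% in these data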;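 further: 0% = plate median of test compound wells and 100% = 2 mM ZnCl2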
VIM-2 inh – blocks Pseudomonas aeruginosa VIM-2 metallo-beta-lactamase | purified VIM-2, nitrocefin hydrolysis, epi-absorbance fluorescence | inhibition, % at 5.6 µM | 0.89% of 290,000 active | AID 1527;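 active means inhibition above the mean of all tested compounds plus 3 SD, cutoff set per screening run, cut at about 7.5% in these data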;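 further: red hydrolysis product quenches plate fluorescence so inhibitors raise well fluorescence; 0% = enzyme with DMSO and 100% = DMSO without enzyme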
MEKK2mut PB1 HTS – signal of MEK5 binding to mutant human MEKK2 PB1 domain; 0.35% of 290,000 active; AID 1530; percent response, % at 10 µM; bead flow cytometry, Alexa488-MEK5 binding to MEKK2 mutant; in the data active means percent response above about 24%, passing the limit was not always enough; further: inactives centre near 1; some results filed as inactive read as strong as hits
IMP-1 inhibitor – blocks Pseudomonas aeruginosa IMP-1 metallo-beta-lactamase; purified IMP-1, nitrocefin hydrolysis, epi-absorbance fluorescence; inhibition, % at 5.6 µM; 0.45% of 290,000 active; AID 1556;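 active means inhibition above the mean plus 3 SD of all compounds in the same screening run, cut at about 4.5% in these data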;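 further: 0% = IMP-1 with DMSO and 100% = DMSO wells lacking enzyme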
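Assay system: purified IMP-1; Quantity: IMP-1 0.2 nM before substrate addition; Medium: HEPES buffer pH 7.1 with ZnSO4 and Brij 35; Incubation: 15 min enzyme–compound preincubation, then 25 min nitrocefin reaction, 25 °C; Signal: fluorescence quenching readout, ex 480/em 530 nm; Controls: DMSO with and without IMP-1; Repeats: singlicate testing.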
MEKK2 WT-MEK5 – raises or lowers MEK5 binding to wildtype human MEKK2 PB1 domain. bead flow cytometry, Alexa488-MEK5 binding to MEKK2 WT; actives lie on both sides. binding response (% of control), % at 10 µM. 1.1% of 290,000 active. AID 1531; in the data active means binding response below about 67% or above about 130%
NALP1 yeast inh – blocks the NALP1 inflammasome reconstituted in yeast | S. cerevisiae NALP1/ASC/caspase-1 growth, X-gal OD620, 72 h | inhibition, % at 10 µM | 0.61% of 280,000 active; in the data active means inhibition mostly above about 24%, no sharp cut-off; inactive means mostly below about 32%; further: some compounds called inactive have numbers as strong as hits
HCV NS3 hel inh – HCV NS3 helicase inhibition; AID 1800; NS3 helicase DNA unwinding, Cy5 molecular beacon fluorescence; inhibition, % at 10.9 µM; 0.56% of 290,000 active;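 active means inhibition above the mean of all tested compounds plus 3 SD, set per campaign, cut at about 35% in these data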;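 further: 0% = DMSO wells and 100% = thioflavine S control wells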
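Compound dosing – single dose, 10.9 µM nominal final, DMSO 0.8% final · System – NS3 helicase fragment of HCV · Buffer or medium – MOPS pH 6.5, MgCl2, DTT, Tween20, BSA · Signal – Cy5 beacon fluorescence read at start and 1 h · Also added – annealed dual-labelled DNA beacon duplex, ATP-started · Schedule – 1 h at 25 °C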
SUMO HTRF inh – inhibitors of human SUMOylation (UBC9); P63279; HTRF SUMOylation assay, SAE1/SAE2 + UBC9, in vitro; inhibition, % at 35 µM; 0.36% of 290,000 active; in the data active means inhibition above about 50%, passing the limit was not always enough; further: strong numbers were not always called active
Target sequence (P63279 whole entry, looked up): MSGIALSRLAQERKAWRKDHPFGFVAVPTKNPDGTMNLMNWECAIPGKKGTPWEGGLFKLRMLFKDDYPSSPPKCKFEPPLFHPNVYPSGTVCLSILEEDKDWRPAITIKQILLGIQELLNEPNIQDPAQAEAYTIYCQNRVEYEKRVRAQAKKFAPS
* hit, by the source's call; / = not tested or not shown. Rows were taken by chance. Share with any hit: about 4.7%.

SMILES	DNA FID counter	PfM18AAP inh	VIM-2 inh	MEKK2mut PB1 HTS	IMP-1 inhibitor	MEKK2 WT-MEK5	NALP1 yeast inh	HCV NS3 hel inh	SUMO HTRF inh
CC(C)(C)n1ncc2c(=O)n(CC(=O)Nc3ccccc3)cnc21	-6	6	0.8	-9	-0.4	96	4	5	11
O=C(C#Cc1ccccc1)c1cccc([N+](=O)[O-])c1	-2	14	-3.2	1	-4.0	98	-4	9	10
Cc1ccc(-c2ccc(=O)n(CCC(=O)NCCN3CCCCC3C)n2)cc1 (centres undefined)	4	-8	-1.9	8	-2.2	111	0	-5	4
CC(=O)c1ccc(-c2ccc(/C=C(/Sc3n[nH]c(C)n3)C(=O)O)o2)cc1	-14	13	-2.4	-17	0.5	90	24	-13	/
CCN(CC)S(=O)(=O)c1ccc(O)c(C(=O)OCC(=O)N(C)Cc2ccccc2)c1	-29	-8	-4.3	-3	-1.8	96	10	5	12
C[C@H]1CCC[C@@]2(O[C@@H](CCO)C[C@@H](O)[C@@H]2O)O1	/	/	/	4	/	89	5	/	1
COc1ccc(S(=O)(=O)N2CCCN(CC(=O)Nc3ccc4c(c3)OCO4)CC2)cc1	-5	3	-4.7	/	-4.0	/	-1	3	-7
CN(C)C(=O)/C(=C/c1ccc(-c2cccc([N+](=O)[O-])c2)o1)NC(=O)c1ccccc1	-36	-7	6.2	5	-5.3	107	4	7	-2
NC1=C(c2ccc(F)cc2)C(=O)CS1	1	2	-2.7	3	-1.1	99	-9	3	-8
CC1=CC(C)(C)NC(=S)N1c1ccccc1C	-6	-10	3.5	-7	0.4	94	14	-5	11
CCN(CC(=O)NCc1ccc(Cl)cc1)C(=O)CCc1ccccc1	-23	-6	-2.2	-2	-0.9	103	19	0	-2
COc1ccc(S(=O)(=O)N2CCN(C3Cc4ccccc4C3)CC2)cc1	-8	-14	-0.1	0	-1.1	99	1	1	9
CC1CCC2(CC1)NC(=O)N(NC(=O)CCl)C2=O (centres undefined)	1	-4	1.0	-12	-1.6	80	4	-2	12
Oc1ccc2ccccc2c1/C=N/c1nccs1	0	-3	-2.2	1	-3.2	100	10	-3	-13
CC(=O)Nc1ccc(S(=O)(=O)Nc2cccn(Cc3ccc(C)cc3)c2=O)cc1	-19	-4	-0.7	-13	-3.1	93	-1	-8	94
O=C(NCCCN1CCCC1=O)c1cc(-c2ccc3c(c2)OCO3)nc2ccccc12	-20	-13	0.7	0	-1.1	93	21	-10	4
O=C(Nc1ncc(Cc2ccccc2Cl)s1)C1CCCO1 (centres undefined)	-17	3	-2.6	-3	-2.3	97	-50	-6	24
CC1CC(C)CN(C(=S)SCc2nc(N)nc(Nc3ccccc3)n2)C1 (centres undefined)	-19	13	-2.9	4	-2.3	106	-11	-72	-26
COc1cc(/C=C(\C#N)C(=O)Nc2ccccc2C(=O)O)cc(Cl)c1OC	-3	-4	1.2	-17	-1.0	56	6	16	0
O=C1CSC2(N1)C1CC3CC(C1)CC2C3 (centres undefined)	-2	-12	1.1	-12	-0.4	89	/	16	31
O=C(CN1CCNCC1)Nc1ccc(Oc2ccccc2)cc1	24	-13	-5.8	6	-2.6	103	20	-13	8
COc1ccc(/C(O)=C2/C(=O)C(=O)N(c3ccccn3)C2c2ccc(OC)c(OC)c2)cc1 (centres undefined)	-20	1	1.6	-1	-3.5	100	12	-1	26
COc1ccccc1N1CCN(C(=O)CSc2ccccc2)CC1	-31	5	-1.8	-6	-4.9	94	9	6	-8
CCNc1nc2c(c(=O)[nH]c(=O)n2C)n1Cc1ccc(F)cc1	-5	-1	-2.0	4	-3.6	100	30	4	1
COc1ccc(NS(=O)(=O)c2ccc(NS(=O)(=O)c3cccs3)cc2)c(OC)c1	-8	-3	3.3	-4	-0.8	94	19	3	14
Fc1ccc(COc2ccc(C(=S)N3CCCC3)cc2)cc1	-26	-10	0.9	0	2.5	102	26	-14	2
O=C(Nc1cccc(F)c1)Nc1ccnn1C1CCN(C(=O)CCN2CCCO2)CC1	-10	-9	-4.1	0	-2.1	106	10	-6	21
CCOC(=O)C1=C(C)NC(=O)NC1c1ccc(OC(=O)c2ccco2)cc1 (centres undefined)	-19	-1	-1.5	4	-4.7	107	-8	13	7
Cc1ccc(OCc2ccc(Br)cc2)c([N+](=O)[O-])n1	9	-7	-0.6	4	-1.5	110	22	-2	-6
CCOC(=O)c1cccc(NC(=O)CSc2nnc(C3CCCCC3)n2C)c1	-28	7	-3.9	6	-2.9	105	9	10	28
Cc1ccc(NC2CCCN(C(=O)CCN3CCOCC3)C2)cc1C (centres undefined)	4	7	-2.3	3	-5.3	100	-8	4	-9
CCN(CC(=O)NCCc1ccc(S(N)(=O)=O)cc1)Cc1ccccc1	-10	-1	-2.0	3	-1.6	106	14	2	4
CCc1ccc(N2CC(C(=O)OCC(=O)NC3CCS(=O)(=O)C3)CC2=O)cc1 (centres undefined)	-4	2	-1.8	3	-2.0	109	-2	1	-11
COc1ccc(NC(=O)N2CCCC(C(=O)NCc3ccccc3F)C2)cc1 (centres undefined)	-17	-6	-1.1	-7	-1.2	93	9	2	23
COc1ccc(Cl)cc1C(=O)Nc1cccnc1Cl	-8	8	4.9	-2	-0.6	102	3	-1	-13
CC(=O)c1ccc(OCC(O)CN2CCC(C)CC2)cc1 (centres undefined)	3	3	-4.4	2	-2.9	104	-16	5	2

Structural class: those above with an aryl thioether with sulfur outside any ring
SMILES	DNA FID counter	PfM18AAP inh	VIM-2 inh	MEKK2mut PB1 HTS	IMP-1 inhibitor	MEKK2 WT-MEK5	NALP1 yeast inh	HCV NS3 hel inh	SUMO HTRF inh
CC(=O)c1ccc(-c2ccc(/C=C(/Sc3n[nH]c(C)n3)C(=O)O)o2)cc1	-14	13	-2.4	-17	0.5	90	24	-13	/
COc1ccccc1N1CCN(C(=O)CSc2ccccc2)CC1	-31	5	-1.8	-6	-4.9	94	9	6	-8
CCOC(=O)c1cccc(NC(=O)CSc2nnc(C3CCCCC3)n2C)c1	-28	7	-3.9	6	-2.9	105	9	10	28

(listing goes on)
SMILES	DNA FID counter	PfM18AAP inh	VIM-2 inh	MEKK2mut PB1 HTS	IMP-1 inhibitor	MEKK2 WT-MEK5	NALP1 yeast inh	HCV NS3 hel inh	SUMO HTRF inh
O=C(Nc1ccc(N2CCOCC2)cc1)C1CC(=O)N(c2ccc(Cl)cc2)C1 (centres undefined)	-7	0	-1.8	1	-2.4	101	4	-8	3
COc1ccccc1-n1c(N)cc(=O)nc1SCC(=O)Nc1cc(C)on1	-6	-10	1.3	-38	1.4	55	20	14	0
O=C(/C=C\c1ccccc1[N+](=O)[O-])Nc1ccccc1	4	4	-0.1	7	-2.0	101	-7	-2	-6
CCC(CC)C(=O)OCC(=O)Nc1cccc(S(=O)(=O)N(C)c2ccccc2)c1	-13	1	-2.8	-3	-2.5	98	8	-9	-15
Cc1nc(NCCNC(=O)c2ccco2)c2c(C)c(C)sc2n1	-8	4	0.7	6	-0.6	110	11	-12	3
Cc1cccc(NC(=S)NC2CC3CCCC(C2)N3Cc2cccs2)c1 (centres undefined)	14	-10	-1.1	/	-2.6	/	-5	-20	-5
CCn1c(N2CCN(S(=O)(=O)c3ccc(F)cc3)CC2)nc2ccccc21	-4	-2	-2.4	-13	-2.9	85	4	-7	0
COC(=O)C1=C(C)NC(=O)/C1=C\c1cc(C)n(-c2ccccc2F)c1C	-15	14	-0.9	-3	-1.2	97	-3	14	28
Cc1ccc(C)c(C(=O)CC2(O)C(=O)Nc3ccccc32)c1 (centres undefined)	-6	4	-1.3	7	-1.1	104	11	-6	0
CS(=O)(=O)N(CC(=O)N1CCCC1)c1ccc(OCc2ccccc2)cc1	-26	-11	0.1	7	-3.8	104	13	-7	5
O=C(CN(C(=O)c1csnn1)c1ccc(F)c(Cl)c1)NC1CCCCC1	-18	-9	1.9	0	0.9	96	-5	-1	22
O=C(NCCC1=CCCCC1)c1ccc(CN2CCOCC2)cc1	-5	-2	-5.0	0	1.4	100	11	-5	7
Cc1oc2ccc(OCc3ccccc3Cl)cc2c1C(=O)O	-28	-12	1.4	13	-1.5	109	3	30	24
C=C(C)CC1(NC(C)c2ccccc2)CCCCC1 (centres undefined)	2	-4	-3.3	-2	-3.1	97	1	8	-7
Cc1ccn(CCC(=O)NC2CC(C)(C)Cc3c2cnn3-c2ccccc2C)n1 (centres undefined)	-46	1	-1.5	5	-0.7	107	-8	-3	8
Cc1ccc(S(=O)(=O)N2CCN(CC(O)c3ccccc3)CC2)cc1 (centres undefined)	-4	-3	-0.7	-13	-1.3	68	3	3	-2
O=C(CN1C(=O)c2ccccc2C1=O)Nc1ccccc1C(=O)NC1CCCCC1	0	-2	-1.8	-5	-3.2	93	15	-3	7
Cc1ccc2c(c1)N(C(=O)CCC(=O)N1CCN(c3cccc(C)c3C)CC1)CCO2	-42	1	-3.3	-1	-2.1	99	10	-22	1
C[n+]1c(/C=C/c2ccc3c(c2)OCO3)ccc2ccccc21	3	0	-0.7	9	-1.2	105	2	2	-28
O=C(CN1CCOCC1)N1CCCc2ccccc21	0	3	-0.8	-1	-4.5	105	3	-19	-11
CC(Cl)C(=O)Nc1c2c(nn1-c1ccccc1)CSC2 (centres undefined)	-1	-4	-0.9	5	-3.3	99	10	-2	5
O=C1/C(=C2/NCCN2C2CC(=O)N(c3ccccc3)C2=O)CC/C1=C\c1ccccc1 (centres undefined)	-7	2	0.7	3	-2.1	103	5	-2	15
COc1ccccc1NC(=O)NCC1(N(C)C)CCCCC1	-2	3	-0.6	2	-2.3	102	-8	4	-3
CN(C)c1ccc(C(=S)N2CCCC2)cc1Br	-9	1	0.6	4	-1.9	101	14	3	13
Cn1nc(-c2ccc(Cl)cc2)c2cc(C(=O)NCCCN3CCCC3)sc21	27	0	1.9	21	-2.3	201*	1	-80	14
Cc1ccc2c(c1)C1C=CCC1C(C(=O)O)N2 (centres undefined)	-6	4	-0.5	/	-0.6	/	19	37*	60*
CCC(C)(C)NC(=O)c1ccc(S(=O)(=O)N2CCCCCC2)cc1	-43	-10	-0.3	-1	-3.0	110	12	8	-2
Cc1cccc(OCCCC(=O)Nc2ccc(S(=O)(=O)Nc3nccs3)cc2)c1C	-24	-8	-1.7	5	-0.7	106	6	-41	15
Cc1[nH]c2ccccc2c1SCc1n[nH]c(=S)n1C	-5	16	-1.6	-1	-1.7	97	/	-2	29
O=C(CC1S/C(=N/N=C/c2ccco2)NC1=O)Nc1ccccc1 (centres undefined)	-4	6	-4.2	2	-3.7	101	5	4	14
Cc1ccc(-c2nnn(CC(=O)N3CCCc4ccccc43)n2)cc1	-10	1	-2.6	4	-1.7	113	2	1	16
Cc1ccc(S(=O)(=O)c2cn(C)c3cc(N4CCN(C)CC4)c(F)cc3c2=O)cc1	13	7	3.0	2	-6.2	100	-1	-6	10

High-throughput results: PubChem BioAssay, several laboratories
